ELG1 genotoxic: inducers of genotoxicity in HEK293T ELG1-luciferase cells | hit rate 1.3% among 330,000 | Potency, µM (highest dose often 46 µM), for inactives: at the top dose activity change, positive = activation, usual class: activators | HEK293T ELG1-luciferase reporter, luminescence, 16 h; also: potency is read from the fitted curve at half-maximal effect; % of control where 0% means no effect; nearly all actives have a fitted effect of over 60% in size
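DMSO vehicle served as control against compound-treated ELG1-luciferase HEK293T cells; exposure lasted 16 hr at 37 °C and 5% CO2, followed by ONE-Glo luminescence detection after 30 min.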
uPA surface inh: inhibitors of cell surface uPA generation; AID 540303; cell surface uPA generation assay, qHTS; hit rate 0.31% among 330,000; Potency, µM (top dose mostly 38.3 µM), without a hit: at the top dose activity change, negative = inhibition, actives largely listed as inhibitors; active = well fitted inhibition curve with a large enough effect; inconclusive = small, poorly fitted or top-dose-only effect; inactive = no such curve, though single readings can be large or run the other way; tested in mouse RAW 264.7 cells; also: potency is read from the fitted curve at half-maximal effect; % is scaled to controls: 0 for no effect and ±100 for the full control effect; nearly all actives have a fitted effect of over 55% in size
TRPV1 agonist: agonists of human vanilloid receptor 1 (TRPV1) | Q8NER1 | TRPV1-expressing cells, Fluo-8 calcium influx, agonist mode | activation, % at 8.33 µM | hit rate 0.19% among 320,000 | AID 540275; in the data active = activation above about 80%; inconclusive = between about 30% and that limit; also: 0% is about no effect
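Cells expressing TRPV1 were dye-loaded with Fluo-8 and read kinetically: 10 s baseline, 3 min after compound (agonist portion), then 2 min after EC20 capsaicin (allosteric enhancer portion). Calcium-bound dye fluorescence at 480/520 nm.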
ASM inhibitor: inhibitors of human secretory acid sphingomyelinase; Potency, µM (highest dose often 57.5 µM), for the others: at the top dose activity change, negative = inhibition, hits mostly inhibitors; P17405; hit rate 0.006% among 340,000; placental ASM, HMU-PC fluorogenic substrate, 60 min; also: potency is read from the fitted curve at half-maximal effect
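qHTS format. ASM enzyme prepared from human placenta hydrolyses the fluorogenic substrate HMU-PC0 (9 uM final) over 60 min at 37 °C after a 10 min compound preincubation.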
BRCA1 expr up: activators of BRCA1 expression; MCF7-BRCA1-FFLuc reporter, luminescence, 48 h; response scale: scaled: vehicle 0%, 10 µM genistein 100%; Potency, µM (top dose mostly 46.1 µM), without a hit: top-dose activation, usual class: activators; hit rate 1.1% among 380,000; also: potency is read from the fitted curve at half-maximal effect; nearly all actives have a fitted effect of over 80% in size; some results filed as inactive show a strong effect at the top dose
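Activators of BRCA1 expression were detected as increased firefly luciferase luminescence in engineered MCF7 cells after 48 h compound incubation. Signals were scaled to genistein 10 microM as full activation.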
B2AR arrestin: agonists driving beta-arrestin recruitment to human beta2-adrenergic receptor | beta-arrestin recruitment to beta2AR, cell-based reporter | hit rate 0.02% among 330,000 | Potency, µM (doses to about 46.1 µM), inactives show at the highest dose activation, actives largely listed as activators | AID 492947;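 also: potency is read from the fitted curve at half-maximal effect; 0% = DMSO controls and full agonism = EC100 isoproterenol or metaproterenol; nearly all actives have a fitted effect of over 65% in size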
Target sequence (P07550 whole entry, looked up): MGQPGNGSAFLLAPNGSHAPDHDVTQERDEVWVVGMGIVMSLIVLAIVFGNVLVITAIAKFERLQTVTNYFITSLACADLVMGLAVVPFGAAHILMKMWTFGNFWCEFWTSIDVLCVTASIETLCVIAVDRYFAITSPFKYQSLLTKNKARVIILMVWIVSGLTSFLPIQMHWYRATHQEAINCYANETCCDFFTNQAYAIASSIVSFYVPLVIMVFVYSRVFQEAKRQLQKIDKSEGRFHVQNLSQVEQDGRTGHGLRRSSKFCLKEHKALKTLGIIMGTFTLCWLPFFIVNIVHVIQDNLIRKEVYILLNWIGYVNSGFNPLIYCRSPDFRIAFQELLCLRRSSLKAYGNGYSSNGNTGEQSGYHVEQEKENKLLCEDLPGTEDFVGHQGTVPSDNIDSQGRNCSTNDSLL
Integrin act MD: activators of alpha7 integrin expression for muscular dystrophy. AID 624291. alpha7betagal myoblasts, beta-gal FDG fluorescence, 48 h. hit rate 0.064% among 350,000. Potency, µM (series often up to 38.3 µM), for the others: top-dose activation, most hits filed as activators;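 also: potency is read from the fitted curve at half-maximal effect; 100% = response of the positive control SU9516; nearly all actives have a fitted effect of over 60% in size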
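alpha7betagal+/- myoblasts (passage 13, 250/well) treated 48 h at 37C with compounds at 1:260 dilution of DMSO stock. Lysed, then beta-galactosidase activity read as FDG fluorescence (ex 480/em 540) after 30 min, with pre-read for autofluorescence.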
USP2a inh: USP2a (human) protease inhibition. AID 463254. Potency, µM (doses to about 38.3 µM), inactives show at the highest dose activity change, negative = inhibition, usual class: inhibitors. hit rate 0.01% among 330,000. USP2 core, Ub-CHOP2 coupled fluorogenic reporter, 485/531. O75604;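 also: potency is read from the fitted curve at half-maximal effect; plate controls were DMSO wells for no effect and full inhibition by NEM control for full effect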
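Cell-free coupled assay: 10nM USP2 core preincubated 30min RT with compound in Tris-HCl pH 8.0/CaCl2/CHAPS buffer, then 25nM Ub-CHOP2 and 25nM reporter substrate; fluorescence (Ex 485/Em 531) read after 60min RT, normalized to NEM inhibition, concentration-response curves fitted.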
PTAP TSG101 blk: blocks PTAP/TSG101 interaction to inhibit HIV-1 budding. AID 493005. 340,000 tested, under 10 active. Fluorescence polarization, FITC-PTAP peptide / Tsg101 binding. Potency, µM (titrated, usually from 115 µM), for the others: top-dose activity change, negative = inhibition, actives largely listed as inhibitors; active = well fitted inhibition curve with a large enough effect in the main read-out, with a control signal flat, not every such curve was filed as active; inconclusive = small, poorly fitted or top-dose-only effect, or effect the other way, or a change in a side signal; inactive = no such curve, though single readings can be large or run the other way; also: potency is read from the fitted curve at half-maximal effect; % of control where 0% means no effect
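FP read-out: FITC-PTAP peptide, 50 nM final, binding Tsg101 binding domain, 10 uM final; 20 min, r.t.; 10 mM HEPES pH 7.5, 0.15 M NaCl, 0.01% Tween 20, 3 mM EDTA, 0.1 mM TCEP.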
Eya2 inh: blocks the phosphatase activity of human Eya2. O00167. AID 488837. hit rate 0.006% among 330,000. recombinant Eya2, OMFP fluorescence dephosphorylation (OMFP is methylfluorescein phosphate). Potency, µM (doses to about 76.9 µM), without a hit: at the top dose activity, negative = inhibition, most hits filed as inhibitors; also: potency is read from the fitted curve at half-maximal effect; % is scaled to controls: 0 for no effect and ±100 for the full control effect
Target sequence (O00167 whole entry, looked up): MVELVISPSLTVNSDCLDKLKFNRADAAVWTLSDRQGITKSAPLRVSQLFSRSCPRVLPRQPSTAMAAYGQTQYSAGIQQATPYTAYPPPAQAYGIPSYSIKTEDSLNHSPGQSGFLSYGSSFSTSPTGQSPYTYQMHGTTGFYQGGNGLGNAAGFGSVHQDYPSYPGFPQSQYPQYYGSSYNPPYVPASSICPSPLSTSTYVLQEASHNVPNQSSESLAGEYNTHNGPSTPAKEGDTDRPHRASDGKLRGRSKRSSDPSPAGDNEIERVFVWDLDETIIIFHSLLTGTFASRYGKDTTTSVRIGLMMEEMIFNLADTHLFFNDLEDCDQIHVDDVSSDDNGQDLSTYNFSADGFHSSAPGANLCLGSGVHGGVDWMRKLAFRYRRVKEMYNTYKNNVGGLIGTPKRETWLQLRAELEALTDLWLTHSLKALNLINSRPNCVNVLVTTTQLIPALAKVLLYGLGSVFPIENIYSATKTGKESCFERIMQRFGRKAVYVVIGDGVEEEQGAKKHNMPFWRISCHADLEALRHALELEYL
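Eya2 (0.2 uM) preincubated 10 min at ambient with compound, then OMFP substrate added at 50 uM; 10 min reaction in 50 mM HEPES pH 7.5, 50 mM NaCl, 5 uM MgCl2, 0.05% BSA, 1 mM DTT. Fluorescence read at Ex 485/Em 525 nm.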
p53 reactivation: restores transcriptional activity of mutant p53. hit rate 0.063% among 320,000. Potency, µM (doses to about 92.2 µM), for the others: at the top dose activity change, positive = activation, most hits filed as activators. H1299 p53-A138V BP100-luciferase reporter, luminescence, 24 h. AID 504706; also: potency is read from the fitted curve at half-maximal effect; % of control where 0% means no effect; nearly all actives have a fitted effect of over 45% in size
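p53-null H1299 cells stably carrying temperature-sensitive p53-A138V and a BP100-luciferase reporter were pinned with compounds (4-point, 1:5 series) and held 24 hrs at 37 deg C. Luminescence was read 10 min after detection reagent.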
The depositor's hits bear a star; ? = inconclusive; nt = no result given; [ ] = dose if it differs, or a comment. Unless noted, calls follow the shape of the dose curve; as a rule, active = well fitted curve in the direction sought with a large enough effect; inconclusive = small, poorly fitted or top-dose-only effect, or another doubt; inactive = no such curve, though single readings can be large; an effect the other way counts as inactive or inconclusive.

SMILES | ELG1 genotoxic | uPA surface inh | TRPV1 agonist | ASM inhibitor | BRCA1 expr up | B2AR arrestin | Integrin act MD | USP2a inh | PTAP TSG101 blk | Eya2 inh | p53 reactivation
Cc1ccc2c(C)c(C(=O)Nc3c(C)n(C)n(-c4ccccc4)c3=O)oc2c1 | -2.2% | 1.0% | -3.6 | 1.7% | -21.8% | -0.3% | -17.5% | 2.0% | -4.0% | -10.8% | -7.4%
O=C(NCc1n[nH]c(=S)n1-c1ccc(Br)cc1)c1ccc(S(=O)(=O)N2CCCC2)cc1 | 2.0% | -1.1% | 0.5 | -2.1% | 10.1% | 0.0% | 32.4% | 2.2% | -4.8% | 1.3% | -6.3%
O=C(NCc1ccco1)C(=O)N1CCCC1 | 0.9% | 0.7% | -1.9 | 1.2% | 31.8% | 3.3% | 15.5% | 1.2% | -1.6% | 19.3% | 0.7%
O=C(Nc1ccc(S(=O)(=O)N2CCCC2)cc1)c1ccc(Cl)nc1 | -26.6% | -5.0% | ? | 2.4% | -22.4% | -0.4% | -1.3% | 0.3% | -5.9% | 7.6% | -4.4%
COc1ccccc1C(=O)NC(C)C(c1cccs1)N1CCOCC1 (stereo not drawn) | -1.2% | -6.2% | 11.0 | 5.0% | 0.8% | -0.4% | 36.3% | -0.6% | -0.9% | 2.3% | 6.3%
Cc1nc2ncnn2c(C)c1Cc1cccc(C(F)(F)F)c1 | 5.6% | -4.0% | ? | 4.3% | -26.5% | -0.1% | 4.9% | 1.8% | -1.5% | -13.0% | -2.6%
CCSC(=O)NC12CC3CC(CC(C3)C1)C2 | nt | -9.9% | 20.5 | 1.7% | 3.3% | nt | 8.3% | nt | -17.4% | nt | nt
CCC1CCCCN1C(=O)c1sc2ncnc(N(CC)CC)c2c1C (stereo not drawn) | -8.1% | 4.5% | ? | 3.0% | -30.4% | 0.2% | -9.8% | 0.5% | -8.3% | 1.4% | -0.9%
C=CCN1C(c2ccccc2)=CS/C1=C(/C#N)c1nnc(N2CCOCC2)n1-c1ccccc1 | -4.9% | 10.4% | -6.1 | -1.0% | -6.1% | -0.3% | 0.0% | -0.1% | 1.0% | -13.3% | -2.6%
COc1ccc(/C=N/OCC(=O)N=Nc2c(O)[nH]c3ccc(Br)cc23)cc1 | 10.7% | -1.7% | -3.4 | -22.5% | -29.4% | -0.3% | 0.0% | 2.5% | -1.5% | 13.4% | -3.8%
CCOc1ccc(C2CC(c3ccc(OC)c(OC)c3)n3nc(N)nc3N2)cc1 (stereo not drawn) | 0.5% | 9.9% | 0.9 | 2.9% | 6.4% | 0.0% | -5.1% | 3.2% | -2.6% | 0.8% | -5.0%
CSc1nc(-c2ccco2)nn1C(=O)Cc1ccccc1 | 0.9% | -0.5% | 0.0 | 3.8% | 5.6% | 0.1% | 17.4% | 0.4% | -3.3% | -37.1% | 5.3%
CC(=O)Nc1ccc(NC(=O)COC(=O)c2n[nH]c3ccccc23)cc1 | 0.3% | 15.8% | -1.1 | -3.8% | -31.9% | 0.0% | 1.1% | 3.3% | -0.4% | 3.5% | 0.1%
CC1CCN(c2ccc3c(c2)S(=O)(=O)c2cccc(C(=O)NC[C@@H]4CCCO4)c2C3=O)CC1 | -2.5% | ? | nt | -13.4% | -2.2% | -0.1% | -0.5% | 1.7% | 3.6% | -15.3% | 14.8%
O=C(NCc1ccc2c(c1)OCO2)c1nc(S(=O)(=O)Cc2ccccc2F)ncc1Cl | -10.0% | ? | 5.0 | 0.8% | -100.8% | -0.4% | -77.1%[inhibitor] | 1.9% | 1.1% | -1.2% | -33.4%[inhibitor]
C/C=C/c1ccc(OCCCCN2CC(C)CC(C)C2)c(OC)c1 (stereo not drawn) | -5.8% | 2.1% | 2.2 | 0.4% | -23.6% | -0.3% | -49.2% | -6.7% | 0.1% | 4.3% | -2.7%
COc1ccc(CCC(=O)NNC(=O)Cn2nc(C)cc2C)cc1 | -0.4% | 8.0% | 1.5 | -0.4% | 5.4% | 3.3% | ? | 1.9% | -4.1% | -2.7% | 6.6%
CC(C)CNC(=O)c1ccccc1NC(=O)CN(c1ccc2c(c1)OCCO2)S(C)(=O)=O | -7.2% | 5.9% | 2.2 | -0.5% | 9.4% | -0.1% | 24.6% | -0.9% | -4.9% | -11.4% | 1.0%
O=C(CCNS(=O)(=O)c1ccc(Br)s1)N1CCN(c2ccccc2)CC1 | -4.8% | -4.5% | 9.9 | -1.6% | -22.8% | -0.8% | 19.3% | 3.2% | -4.8% | 2.6% | 2.5%
NC(=O)COc1ccc(C(=O)/C=C2/C(=O)Nc3ccccc32)cc1 | 15.0% | -11.7% | -0.9 | -5.1% | -22.9% | 0.1% | -62.8%[inhibitor] | 2.5% | -3.1% | -10.5% | -11.5%
CC(=O)c1ccc(NC(=O)CC23CC4CC(C2)CC(n2nnc(C)n2)(C4)C3)cc1 | -12.8% | -5.0% | ? | -2.3% | -31.7% | 0.1% | 24.4% | 0.4% | -5.8% | 0.0% | -2.1%
CCOc1ccc2nc3c(cc2c1)CN(CCCO)C(=NCCOC)S3 | -2.9% | -3.0% | ? | 21.4% | 41.6% | 0.6% | -35.6% | -2.2% | -0.7% | 5.1% | 9.6%
O=C(Cn1ncc2c1-c1ccccc1OC2)Nc1cccc(Cl)c1 | 0.8% | 11.3% | 2.6 | -0.6% | -8.7% | -0.3% | 0.1% | 1.5% | -0.3% | 12.6% | -3.0%
O=C(NC1CCN(Cc2ccccc2)CC1)c1c(F)cccc1F | -0.3% | 7.7% | -3.1 | 4.6% | -12.2% | 14.4% | -14.2% | 2.1% | -6.1% | 5.7% | -5.7%
COc1ccc(NC(=O)C2=C(C)NC(=S)NC2c2ccc(O)c(OC)c2)cc1 (stereo not drawn) | 3.2% | 2.3% | 1.0 | -0.9% | -25.8% | -1.3% | 2.5% | -0.6% | -3.5% | -4.8% | 0.4%
CN1CCN(c2ccc(NC(=O)c3ccc(Br)o3)cc2)CC1 | 16.4µM* | -13.6% | 3.4 | 4.0% | ? | 0.2% | -14.5% | -0.4% | -8.0% | -7.6% | ?
CCOc1ccc(C(=O)N(c2ccccn2)C2CCCCC2)cc1 | -5.5% | -4.5% | 6.6 | -2.6% | 0.0% | 0.1% | -1.2% | 0.5% | -3.1% | 3.1% | -3.1%
Cc1cccc(-n2ccnc2SCC(=O)c2c(N)n(C3CC3)c(=O)[nH]c2=O)c1C | 1.4% | 15.7% | 0.3 | 44.6% | -20.3% | 3.6% | -21.8% | 3.8% | 1.1% | 2.1% | -0.2%
COc1cc(C2N3CC4(C)CN2CC(C)(C3)C4)ccc1O (stereo not drawn) | 2.3% | 1.8% | 2.6 | 1.0% | 1.2% | -0.4% | 9.5% | -1.5% | -5.3% | 2.8% | 14.3%
O=S(=O)(c1ccc(Cl)cc1)c1nc(-c2ccccc2F)oc1NCCN1CCOCC1 | -1.7% | -0.1% | 12.0 | -2.4% | -5.5% | -0.2% | ? | -5.2% | -0.5% | -12.3% | -4.6%
COc1ccc(N2C(=O)N3[C@H](c4ccc(Br)cc4)[C@@H]4C(=O)N(C(C)(C)C)C(=O)[C@@H]4[C@]3(Cc3ccccc3)C2=O)cc1 | -2.2% | 0.2% | 3.5 | 5.8% | -5.7% | 0.2% | 21.1% | -4.4% | -3.1% | 2.9% | 5.8%
CCOC(=O)c1cccc2c1-c1ccccc1/C2=N/O | -3.7% | 2.6% | 2.5 | -10.3% | 37.8% | -0.9% | 23.5% | -1.1% | -7.2% | 9.9% | -0.6%
COc1cccc(C(=S)N2CCCC2)c1OC | -6.0% | 6.5% | 5.6 | 2.7% | -16.9% | -0.6% | ? | 1.3% | -2.6% | -13.9% | nt
O=C1N/C(=N\S(=O)(=O)Cc2ccccc2)S/C1=C/c1cc([N+](=O)[O-])ccc1O | 0.7% | -0.3% | ? | ? | -0.2% | -0.9% | 0.8% | 5.0% | 9.8% | 3.4% | 1.1%
CCc1ccc(NC(=O)CCN2C(=O)c3cccnc3C2=O)cc1 | -1.1% | 4.8% | -0.3 | 1.8% | 36.4% | 0.0% | 3.1% | -1.0% | -6.6% | -8.0% | -0.8%
